Keap1-Nrf2 PPI: Keap1-Nrf2 protein-protein interaction inhibitors, primary screen, biochemical, fluorescence polarization, single point. Keap1 Kelch-Nrf2 peptide fluorescence polarization, 1536-well. inhibition, % at 9.4 µM. 340,000 tested, 0.15% active; in the data active means inhibition above about 12%;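 further: human Keap1 Kelch domain with fluorescein labeled Nrf2 9mer peptide probe; 0% = neutral control wells and 100% = peptide positive control; higher means more block of Keap1 binding to Nrf2 peptide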
RTF Ca sens inh: cardiac RTF calcium sensitivity inhibitors, primary screen, biochemical, IANBD-TnC fluorescence, EC70 calcium. Troponin I, cardiac muscle (Homo sapiens) + Troponin T, cardiac muscle (Homo sapiens) + …. IANBD-labeled cardiac RTF, Ca2+ fluorescence. inhibition, % at 7.15 µM. 340,000 tested, 0.12% active;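 active means inhibition above the mean inhibition of all tested compounds plus 3 SD, cut at about 17% in these data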;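 further: assay run at fixed EC70 calcium of 1.6 mM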
OPRM1-OPRD1 inv: inverse agonists of MOR-DOR heterodimerization, primary screen, cell-based, luminescence | 340,000 tested, 0.21% active | cell-based MOR-DOR heterodimer luminescence, inverse agonism | inhibition, % at 9.3 µM; in the data active means inhibition above about 22%, passing the limit was not always enough;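 further: 0% = cells with DMSO and 100% = wells without cells with DMSO; values of inactives mirror those of a sister screen read the other way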
Target sequence (P35372 whole entry, looked up): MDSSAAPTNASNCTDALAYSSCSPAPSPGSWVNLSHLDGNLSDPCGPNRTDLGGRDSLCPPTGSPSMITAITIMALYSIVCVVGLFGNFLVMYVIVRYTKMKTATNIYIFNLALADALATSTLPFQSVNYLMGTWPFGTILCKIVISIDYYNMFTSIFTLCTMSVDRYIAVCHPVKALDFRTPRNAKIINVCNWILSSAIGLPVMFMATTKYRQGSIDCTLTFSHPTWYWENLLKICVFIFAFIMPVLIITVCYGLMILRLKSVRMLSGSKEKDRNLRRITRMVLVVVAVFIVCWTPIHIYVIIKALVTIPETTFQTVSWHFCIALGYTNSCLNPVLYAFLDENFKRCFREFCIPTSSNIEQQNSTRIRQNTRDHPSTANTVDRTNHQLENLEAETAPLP
Target sequence (P41143 whole entry, looked up): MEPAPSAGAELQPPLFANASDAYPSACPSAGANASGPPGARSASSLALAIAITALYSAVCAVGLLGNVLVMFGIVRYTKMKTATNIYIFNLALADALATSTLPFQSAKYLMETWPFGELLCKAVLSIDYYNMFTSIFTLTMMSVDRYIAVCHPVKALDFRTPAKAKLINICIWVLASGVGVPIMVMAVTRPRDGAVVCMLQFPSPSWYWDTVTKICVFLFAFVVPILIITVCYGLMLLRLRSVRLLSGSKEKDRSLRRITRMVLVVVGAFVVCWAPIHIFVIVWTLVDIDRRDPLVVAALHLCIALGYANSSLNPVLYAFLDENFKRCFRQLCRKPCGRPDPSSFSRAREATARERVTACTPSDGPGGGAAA
V-ATPase pH: regulators of yeast V-ATPase proton pumping, primary screen, pHLuorin cytosolic pH fluorescence | S. cerevisiae | response, % at 10 µM | 350,000 tested, 0.37% active | AID 504577, 2011; in the data active means response mostly above about 7.3%, no sharp cut-off; inactive means mostly below about 5.4%; further: actives read high; inactives centre near 0; some compounds called inactive have numbers as strong as hits; reference of the scale not given here
C-LANA FP: inhibitors of KSHV C-LANA binding to DNA, primary screen, biochemical, fluorescence polarization, FAM-LBS DNA, MBP-C-LANA, single point; 340,000 tested, 0.078% active; inhibition, % at 9 µM; Kaposi's sarcoma herpesvirus LANA C-terminal domain (residues 932-1162) DNA binding; AID 504423, 2011;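 active means highest replicate inhibition at or above 60% at 9 µM, even if other replicates fall short; inactive means all replicates below 60% inhibition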;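 further: 0% = neutral control wells and 100% = 4 µM acridine orange control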
CAL PDZ FP: untagged CAL PDZ binding inhibitors, primary screen, biochemical, fluorescence polarization, HTS; purified CAL PDZ, TMR-peptide fluorescence polarization, 1 h; inhibition, % at 24.9 µM; 300,000 tested, 0.92% active; AID 602252, 2012;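 active means mean inhibition of at least 30% with at least half of replicates also reaching 30%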;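 further: 0% = DMSO neutral control and 100% = excess unlabeled competitor peptide PRC23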
HTR5A inv ag: HTR5A inverse agonists in luminescence cell assay, primary screen, counter-screen for OPRM1-OPRD1 heterodimer inverse agonist project, full-deck HTS; 340,000 tested, 0.083% active; HTR5A cell line, inverse agonism; inhibition, % at 9.3 µM; in the data active means inhibition mostly above about 23%, no sharp cut-off; inactive means mostly below about 18%;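 further: 0% = cells with DMSO and 100% = no-cell wells with DMSO; some compounds called inactive have numbers as strong as hits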
cardiac RTF act: cardiac RTF calcium sensitivity activators, primary screen, biochemical, IANBD-TnC fluorescence, EC20 calcium | Troponin I, cardiac muscle (Homo sapiens) + Troponin T, cardiac muscle (Homo sapiens) + … | IANBD-labeled TnC RTF fluorescence at EC20 calcium; 0% EC20 calcium, 100% full calcium | activation, % at 7.2 µM | 340,000 tested, 0.24% active | AID 493008, 2010;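 active means activation above the mean over all tested compounds plus 3 SD, cut at about 30% in these data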;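 further: rise in fluorescence read as greater calcium sensitivity of cardiac thin filaments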
OPRM1-OPRD1 ag: agonists of OPRM1-OPRD1 heterodimerization, primary screen, cell-based, luminescence; Mu-type opioid receptor (Homo sapiens) + Delta-type opioid receptor (Homo sapiens), …; cells; activation, % at 9.3 µM; 340,000 tested, 0.3% active; AID 504326, 2011; in the data active means activation above about 18%;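 further: 0% = vehicle-treated cells and 100% = reference agonist; values of inactives mirror those of a sister screen read the other way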
HTR5A ag: HTR5A agonists in luminescence cell assay, primary screen, counter-screen for OPRM1-OPRD1 heterodimer agonist project, full-deck HTS; 5-hydroxytryptamine receptor 5A (Homo sapiens), P47898; cell-based; activation, % at 9.3 µM; 340,000 tested, 0.61% active; AID 504692, 2011; in the data active means activation mostly above about 9.5%, no sharp cut-off; inactive means mostly below about 7.6%;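 further: 0% = cells with vehicle only and 100% = reference agonist; strong numbers were not always called active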
Starred values were filed as active, the others as inactive; nt = not tested or not shown.

SMILES	Keap1-Nrf2 PPI	RTF Ca sens inh	OPRM1-OPRD1 inv	V-ATPase pH	C-LANA FP	CAL PDZ FP	HTR5A inv ag	cardiac RTF act	OPRM1-OPRD1 ag	HTR5A ag
CC(C)(C)c1ccc(C(=O)NC(=S)N2CCCCCC2)cc1	-1	-4	0	-1	1.0	-2	12	-1	0.0	-5
N#C/C(=C\c1ccc(N2CCCC2)c([N+](=O)[O-])c1)c1nc2ccccc2[nH]1	7	-1	-2	1	-0.6	-1	3	-3	0.5	-1
COc1ccc(C)cc1NC(=O)c1cccc(-c2ccc(OC(C)=O)cc2)c1	-2	0	-9	-1	0.4	-16	-4	-2	1.8	1
COc1cc(OC)cc(C(=O)N[C@H](C(=O)Nc2nc3ccccc3[nH]2)C(C)C)c1	4	-5	-7	3	1.2	2	7	1	1.1	3
CN(C)CCNC(=O)C(=O)NCC1OCCN1S(=O)(=O)c1ccc([N+](=O)[O-])cc1 (configuration not stated)	-3	3	-10	3	-2.1	-5	-12	6	1.9	7
CC(=O)Nc1ccc(C#Cc2ccc(NC(C)=O)cc2)cc1	-1	-10	-2	0	-0.1	-3	-10	-10	0.2	4
CCOc1ncccc1C(=O)OCC(=O)Nc1ccc(C)c(S(=O)(=O)N2CCOCC2)c1	-1	-18	-20	-2	0.2	-1	-2	3	2.7	1
COc1ccc(C(=O)COc2ccccc2N2C(=O)C3C4C=CC(C4)C3C2=O)cc1 (configuration not stated)	1	-3	9	-2	-0.8	-4	0	-4	-1.7	0
Cc1ccc2[nH]c(=O)c(CN(CCCN(C)C)C(=O)Nc3cccc(Cl)c3)cc2c1	3	-6	4	-1	1.2	nt	-2	4	-0.8	-3
CCOC(=O)c1ccc(NC(=O)NC2CC3CCC(C2)N3Cc2nnnn2C(C)(C)C)cc1 (configuration not stated)	-2	-6	-8	-1	0.2	2	-1	2	1.5	0
COC(=O)c1ccc(NC(=O)CN2CCOCC2)cc1	-3	4	6	2	1.6	-3	-15	-1	-1.3	1
CCCCC[C@H](O)/C=C/[C@@H]1[C@@H](CCCCCCC(=O)O)[C@@H](O)C[C@H]1O	2	1	4	5	1.3	-3	-5	0	-0.7	4
CCNc1ccc(Br)cc(C(=O)/C=C/c2ccc(Cl)cc2)c1=O	-3	-8	22	-3	3.1	nt	-15	-16	-4.1	-2
Cc1cc(C)c(S(=O)(=O)N2CCCCC2C(=O)O)c(C)c1 (configuration not stated)	-5	-14	14	2	0.6	-2	-5	-4	-3.1	2
COc1ccc(C(=O)C[n+]2ccccc2/C=N/O)cc1	1	1	0	nt	-1.1	-3	-22	0	0.1	3
BrC(/C=N/Nc1nc(N2CCOCC2)nc(N2CCOCC2)n1)=C/c1ccccc1	-6	6	2	4	0.2	2	-32	7	-0.4	2
O=C(Nc1ccccc1)Nc1ccccc1C(=O)NCC1CC1	-1	-6	1	-1	-0.6	-3	2	-5	-0.3	4
Cc1cc(=O)oc2cc(OC(C)C(=O)NCC3CCCO3)ccc12 (configuration not stated)	0	-13	8	3	-0.5	7	45	2	-1.6	0
CN(C)S(=O)(=O)c1ccc(Cl)c(NC(=O)COC(=O)CNS(=O)(=O)c2c(F)cccc2F)c1	4	-4	-4	0	-1.4	7	-13	-2	0.9	5
O=C(CCc1c[nH]c2ccccc12)OCc1ccc(Br)cc1	-1	-1	-16	-3	1.2	-4	6	-6	3.1	3
O=C(NCc1ccccc1)C(=O)NCC1OCCN1S(=O)(=O)c1cccs1 (configuration not stated)	-1	-1	3	11	2.2	nt	-16	5	-0.5	5
COc1ccc(NS(=O)(=O)c2cccc(C(=O)N/N=C/c3cn(-c4ccccc4)nc3-c3ccccc3)c2)cc1	-3	-3	1	0	-0.1	7	4	9	-0.2	-2
Cc1ccc(S(=O)(=O)NC(=O)Nc2cccc([N+](=O)[O-])c2)cc1	2	-14	13	0	2.7	-4	-25	-3	-2.1	9
O=C(NC(=S)N1CCN(c2ccccn2)CC1)c1ccco1	-3	-10	6	-1	0.4	-2	10	-5	-0.8	-4
CCC(CCC(=O)Nc1ccc(S(N)(=O)=O)cc1)C(=O)O (configuration not stated)	-5	8	6	0	-0.4	-2	15	2	-1.1	6
Cc1ccc(C2=NN(C(=O)CNCCO)C(c3cccs3)C2)cc1 (configuration not stated)	-1	-7	17	2	-0.1	-4	2	7	-3.5	-1
CN(C)S(=O)(=O)N1CCC(Oc2cccc(C(=O)NC3CCCCC3)c2)CC1	-6	1	5	4	0.0	4	7	-1	-1.0	7
Cn1c(CCN2CCCCC2)nc2cc(NC(=O)COc3ccccc3)ccc21	-2	-3	5	-2	-1.3	-4	1	2	-0.9	0
Cc1ccc(-c2[nH]ncc2/C=C(\C#N)C(=O)NC2CCCCC2)cc1	-1	-4	-36	0	0.2	-4	-2	-3	6.1	-2
COc1ccc(S(=O)(=O)N2CCCCC2)cc1NC(=O)c1ccc(CS(C)(=O)=O)cc1	3	4	9	-4	-2.8	-2	11	3	-2.1	-5

Whole records, looked up by structure. Order of values: Keap1-Nrf2 PPI, RTF Ca sens inh, OPRM1-OPRD1 inv, V-ATPase pH, C-LANA FP, CAL PDZ FP, HTR5A inv ag, cardiac RTF act, OPRM1-OPRD1 ag, HTR5A ag
O=C(NC(=S)N1CCN(c2ccccn2)CC1)c1ccco1 as listed: -3, -10, 6, -1, 0.4, -2, 10, -5, -0.8, -4
COc1ccc(C(=O)COc2ccccc2N2C(=O)C3C4C=CC(C4)C3C2=O)cc1 (configuration not stated) as listed: 1, -3, 9, -2, -0.8, -4, 0, -4, -1.7, 0
COc1ccc(NS(=O)(=O)c2cccc(C(=O)N/N=C/c3cn(-c4ccccc4)nc3-c3ccccc3)c2)cc1 as listed: -3, -3, 1, 0, -0.1, 7, 4, 9, -0.2, -2
O=C(CCc1c[nH]c2ccccc12)OCc1ccc(Br)cc1 as listed: -1, -1, -16, -3, 1.2, -4, 6, -6, 3.1, 3
Cc1cc(=O)oc2cc(OC(C)C(=O)NCC3CCCO3)ccc12 (configuration not stated) as listed: 0, -13, 8, 3, -0.5, 7, 45, 2, -1.6, 0

Some of these compounds in order of their number in cardiac RTF act, largest number first.
mol,Keap1-Nrf2 PPI,RTF Ca sens inh,OPRM1-OPRD1 inv,V-ATPase pH,C-LANA FP,CAL PDZ FP,cardiac RTF act,OPRM1-OPRD1 ag
Cc1ccc(C2=NN(C(=O)CNCCO)C(c3cccs3)C2)cc1 (configuration not stated),-1,-7,17,2,-0.1,-4,7,-3.5
CCC(CCC(=O)Nc1ccc(S(N)(=O)=O)cc1)C(=O)O (configuration not stated),-5,8,6,0,-0.4,-2,2,-1.1
CN(C)S(=O)(=O)N1CCC(Oc2cccc(C(=O)NC3CCCCC3)c2)CC1,-6,1,5,4,0.0,4,-1,-1.0

The list continues:
SMILES	Keap1-Nrf2 PPI	RTF Ca sens inh	OPRM1-OPRD1 inv	V-ATPase pH	C-LANA FP	CAL PDZ FP	HTR5A inv ag	cardiac RTF act	OPRM1-OPRD1 ag	HTR5A ag
COc1ccc(N2CCN(C(=O)c3ccc4c(=O)n(CC5CCCO5)c(=O)[nH]c4c3)CC2)cc1 (configuration not stated)	1	7	15	0	0.3	-21	8	-2	-2.9	2
O=C(CCS(=O)(=O)c1ccccc1)Nc1ccc(S(=O)(=O)Nc2ncccn2)cc1	1	7	2	1	-0.8	7	1	-2	-0.2	-1
Cc1ccc(OCCC(=O)OCC(=O)c2ccc3c(c2)NC(=O)CO3)cc1	-1	-7	-12	nt	-0.6	nt	-3	0	2.4	1
c1ccc(CN2CCN(Cc3c[nH]c4ccccc34)CC2)cc1	5	2	-2	0	2.5	-6	5	0	0.3	-1
O=c1c(-c2ccco2)[n+]([O-])c2ccccc2n1OCc1ccccn1	-5	-5	15	-5	2.7	-4	22	0	-2.6	4
Clc1ccccc1-c1nc(-c2cccnc2)no1	2	-2	10	0	0.3	-5	9	0	-1.7	0
Clc1ccc(SCc2cc(-c3ccc(Cl)cc3)on2)cc1	7	-5	-8	-3	-6.7	-5	3	-3	1.6	-1
COc1ccc(/C=N/NC(=O)c2nc(Cl)c(Cl)c(N)c2Cl)cc1COc1ccccc1F	5	-2	5	2	0.0	-29	-2	3	-0.8	1
CCOc1ccccc1N1CCN(C(=O)c2c(C)noc2C)CC1	-2	-2	8	-2	-0.3	0	8	-4	-1.6	-2
COc1ccc(-c2ccc(C(C)=O)cc2)cc1[C@H]1[C@H]2C=CC[C@@H](C)[C@@H]2C(=O)N1Cc1ccccc1	-3	1	8	0	0.2	-3	-15	-4	-1.7	6
Cc1nc(SCC(=O)c2c[nH]c3ccccc23)n[nH]1	1	-9	2	-2	-0.9	-2	4	0	-0.3	-2
Nc1nc(SCC(=O)NN(c2ccccc2)c2ccccc2)n[nH]1	-6	-2	17	0	1.3	-5	19	0	-3.4	6
CC(OC(=O)c1cc2sccc2n1C)C(=O)NCC1CCCO1 (configuration not stated)	1	-2	1	2	0.7	-2	-3	3	-0.1	0
O=C(COC(=O)/C=C/c1ccccc1)NCCNC(=O)COC(=O)/C=C/c1ccccc1	2	-10	11	2	1.0	-2	19	5	-1.7	1
CC(NC(=O)Cc1ccc(F)cc1)c1ccccc1 (configuration not stated)	-2	-8	-1	-3	0.3	-5	-13	0	0.2	4
CCCCc1cc(=O)oc2c(CN3CCN(C)CC3)c(O)ccc12	-3	-6	3	0	-1.0	-4	-13	-8	-0.6	3
COC(=O)c1ccc2c(c1)N(Cc1ccccc1F)C(=O)c1ccccc1S2=O (configuration not stated)	-5	-7	3	-1	-2.2	-3	-4	0	-0.5	2
Cc1ccc(N(Cc2ccc(C(=O)Nc3ccccc3C(=O)NCc3ccco3)cc2)S(C)(=O)=O)cc1C	5	-14	5	10	-1.6	-6	-15	-7	-0.9	3
CCCCCCOc1ccc(NC(=O)CC2C(=O)N(CC)C(=S)N2Cc2ccco2)cc1 (configuration not stated)	-3	-1	-16	3	-0.4	0	-34	9	2.9	15*
CCOc1ccccc1C(=O)OCC(=O)Nc1ccc(N2CCCCC2)cc1	-5	5	0	-5	-0.5	-3	17	6	0.0	2
COC(=O)c1c(C)[nH]c(C(=O)/C=C/c2cccc(Cl)c2)c1C	4	-2	-11	-1	2.3	6	-9	0	1.6	5
O=C(NC1CCCCC1)C(c1ccncc1)N(C(=O)Cn1nnc(-c2cccs2)n1)C1CCCC1 (configuration not stated)	-2	-3	14	-1	0.2	2	-13	1	-2.5	5
CCS(=O)(=O)Nc1c(C(=O)OC)[nH]c2ccccc12	-1	-2	11	-4	0.0	1	-9	-4	-2.3	-1
